Screens (PubChem)
KCNK3 inh: human KCNK3 channel inhibition, primary screen | actives 0.84% (n = 340,000) | CHO-KCNK3 thallium flux, FluxOR fluorescence; stronger effect = lower value | B-score at 10 µM | O14649 | AID 602410;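 active = B-score under library mean minus 4 SD, starting fluorescence ratio at most library mean plus 5 SD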;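 note: more negative B-score means stronger inhibition of thallium flux through KCNK3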
ANO1 activ: mouse TMEM16A channel activation, primary screen | B-score at 10 µM | HEK293 TMEM16A/YFP-H148Q/I152L, iodide quench fluorescence; stronger effect = lower value | AID 623877 | actives 0.3% (n = 340,000);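 active = fluorescence-ratio B-score plate-corrected deviation score at least 3 library SD below zero, with starting fluorescence score within 5 deviations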;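 note: channel opened by trigger with iodide after compound preincubation; score built on the fluorescence ratio of max minus min over baseline; more negative score means more quench and so TMEM16A activation or potentiation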
RGS4 inh: inhibitors of human RGS4; P49798; HEK293 M3R/RGS4 inducible, Fluo-4 calcium flux; stronger effect = higher value; triggered by carbachol at its EC20; B-score at 10 µM; actives 0.45% (n = 310,000); AID 463165;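 active = B-score, a plate-corrected calcium signal, over three deviations above library mean, with baseline fluorescence within five deviations of library mean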;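 note: RGS4 expression induced by doxycycline in cells with stable M3 receptor; B-score is computed from the integrated fluorescence ratio over baseline after carbachol; higher B-score means a larger calcium signal and so more RGS4 inhibition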
SKKanGAS inh: SKKanGAS growth inhibition; S. pyogenes SKKanGAS, kanamycin growth, BacTiter-Glo, 6 h; inhibition, % at 7.5 µM; actives 1.3% (n = 300,000); AID 1662;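 active = mean replicate score, as percent of positive control median, at least 50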;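 note: strain carries kanamycin resistance gene driven by streptokinase promoter and grows in 40 µg/ml kanamycin; loss of luminescence reflects streptokinase promoter inhibition or plain growth inhibition; 0% = median of DMSO wells and 100% = positive control at its reference dose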
KCNK9 inh: human KCNK9 channel inhibition; Q9NPC2; HEK293 KCNK9, FluxOR thallium flux fluorescence; stronger effect = lower value; B-score at 10 µM; actives 1.2% (n = 310,000); AID 488922;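 active = ratio B-score over 3 SD below the library mean, with starting fluorescence within 5 SD of its mean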;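 note: negative B-score means less thallium flux so channel inhibition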
RGS4 pot: RGS4 potentiation or activation | HEK293 M3R/inducible RGS4, carbachol calcium flux Fluo4; stronger effect = lower value | B-score at 10 µM | actives 0.92% (n = 310,000) | AID 463111;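 active = B-score of the integrated calcium signal more than 4 SD below the library mean, with starting fluorescence not abnormally high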;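 note: negative B-score means reduced calcium response which marks RGS4 activation or potentiation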
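Detection: kinetic calcium fluorescence imaging with Fluo4-AM dye, 2 µM / Material: HEK293 cells with stable M3R and inducible RGS4 / Schedule: recording 10 s baseline at 1 Hz, 100 s post-agonist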
KCNQ1 block: human KCNQ1 channel inhibition; B-score at 10 µM; P51787; AID 2642; actives 1.3% (n = 310,000); CHO-K1 KCNQ1, FluxOR thallium flux fluorescence; stronger effect = higher value;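 active = compounds whose thallium flux B-score, printed positive for inhibition, exceeds three library SD while starting fluorescence stays within three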;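 note: channel opened by potassium depolarization with thallium stimulus after 20 min compound exposure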
hERG protect: compounds protecting human hERG from proarrhythmic drug block; CHO-hERG, FluxOR thallium flux, dofetilide IC70 present; activation (rescue from dofetilide block), less the hit threshold, % at 10 µM; actives 0.51% (n = 310,000);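 active = activation above the mean of controls blocked by dofetilide plus 5 SD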;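 note: thallium influx through hERG after potassium depolarization seen as dye fluorescence rise; in these data hits start at about 4.7%; inactives centre near -7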
KCNQ1 act: potentiators or activators of human KCNQ1 potassium channel | P51787 | CHO-K1 KCNQ1, thallium flux FluxOR fluorescence; stronger effect = higher value | B-score at 10 µM | actives 0.35% (n = 310,000);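 active = fluorescence ratio B-score, a plate-corrected score, at least three library SD, with initial intensity B-score within 5 SD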
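Test system: CHO-K1 cells stably expressing KCNQ1 / Medium: assay buffer / Also added: depolarizing K+/Tl+ stimulus, K2SO4 and Tl2SO4 each 12.5 mM in 5x stock / Incubation: 90 min dye loading and 20 min compound exposure, both at room temperature / Signal: thallium influx via FluxOR fluorescence, kinetic imaging / Evaluation: B score of baseline-normalized fluorescence ratio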
ANO1 block: mouse TMEM16A channel inhibition, primary screen; actives 1.2% (n = 310,000); HEK293 TMEM16A/YFP iodide influx fluorescence, ionomycin; normalized B-score (activity score, 25-100; higher = stronger inhibition) at 10 µM;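 active = ratio plate-corrected score three or more library SD toward inhibition, starting fluorescence score within five deviations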;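 note: score derived from kinetic fluorescence span divided by baseline fluorescence per well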
HDAC3 inhib: blocks human histone deacetylase 3 | O15379 | recombinant HDAC3, fluorogenic peptide/trypsin coupled, fluorescence | inhibition, % at 8.3 µM | actives 0.15% (n = 320,000); in the data active = inhibition above about 26%, passing the limit was not always enough
The depositor's hits bear a star; i = inactive; . = not tested or not shown.

Molecule	KCNK3 inh	ANO1 activ	RGS4 inh	SKKanGAS inh	KCNK9 inh	RGS4 pot	KCNQ1 block	hERG protect	KCNQ1 act	ANO1 block	HDAC3 inhib
CCn1c2c(c3ccc(OC)cc31)CCCC2=O	i	i	i	-4	i	i	i	-1	i	i	4
Cc1c(C(=O)N2CCN(c3ccccn3)CC2)cccc1[N+](=O)[O-]	i	i	i	-1	i	i	i	-4	i	i	2
Cc1ccc2cc(CN(CC3CCCO3)C(=S)NCc3ccco3)c(=O)[nH]c2c1 (stereo not given)	i	i	i	-4	i	i	i	-12	i	i	4
CCCc1ccc(-c2cc(NC(=O)CSc3n[nH]c(N)n3)n(-c3ccccc3)n2)cc1	i	i	i	4	i	i	i	-17	i	i	14
O=C(OCc1nc2ccccc2s1)c1cccc(S(=O)(=O)N2CCOCC2)c1	i	i	i	-4	i	i	i	-5	i	i	2
CCOC(=O)N1CCN(CC(=O)Nc2nnc(C(F)(F)F)s2)CC1	i	i	i	-2	i	i	i	1	i	i	6
CC(=O)Nc1ccc(S(=O)(=O)N(CC(=O)O)Cc2ccccc2)cc1	i	i	i	0	i	i	i	-4	i	i	5
CCc1cc(=O)oc2cc(C)cc(OCC(=O)NCCc3c[nH]c4ccccc34)c12	i	i	i	15	i	i	i	-10	i	i	3
COc1ccc2nc(NC(=O)CCc3ccc(OC)c(OC)c3)sc2c1	i	i	i	-4	i	i	i	-5	i	i	2
Cc1nn(-c2ccccc2)c(C)c1C(=O)OCC(=O)NC(=O)NC1CCCCC1	i	i	i	-3	i	i	i	-8	i	i	1
Cc1sc2ncnc(Nc3ccccc3)c2c1C	i	i	i	4	i	i	i	-7	i	i	-7
CCCC(=O)Nc1nc2nc(-c3ccccc3)cc(-c3ccccc3)n2n1	i	i	i	3	i	i	i	-9	i	i	-7
Cc1ccc(NC(=O)N2CCN(C(=O)c3ccco3)CC2)cc1Cl	i	i	i	26	i	i	i	-15	i	i	-2
Cc1cc(NC(=O)CSc2nnc(C)n2C)no1	i	i	i	1	i	i	i	-7	i	i	0
C[C@@H]1C=CC(=O)O[C@@H]1c1ccc(Cl)cc1	.	.	i	8	i	i	i	-7	i	i	-1
CSCCC(NS(=O)(=O)c1ccc2c(c1)oc(=O)n2C)C(=O)NCc1cccs1 (stereo not given)	i	i	i	5	i	i	i	-6	i	i	-4
COc1ccc(CNC(=O)C(C)n2nc(C)c3c(C)n(-c4ccc(C)cc4)nc3c2=O)cc1 (stereo not given)	i	i	i	0	i	i	i	-9	i	i	5
O=C(N/N=C/C=C/c1ccc(Br)cc1)C(O)c1ccccc1 (stereo not given)	i	i	i	-1	i	i	i	-6	i	i	12
CCOC(=O)COc1ccc2c(c1)C(=O)CC(C)(C)O2	i	i	i	-3	i	i	i	-10	i	i	-23
O=C(N/N=C/c1ccccn1)c1cc(-c2ccc(Br)s2)[nH]n1	i	i	i	3	i	i	i	-7	i	i	-4
CCOCCCNC(=O)CCNS(=O)(=O)c1ccc(C)cc1	i	i	i	-7	i	i	i	-2	i	i	5
CCOC(=O)Nc1ccc2c(c1)N(CCCN(C)C)c1ccccc1CC2	i	i	i	-4	i	i	i	-11	i	i	-3
Cc1ccccc1N1CCN(C(=S)c2ccc(-c3cccc([N+](=O)[O-])c3)o2)CC1	i	i	i	3	i	i	i	-17	i	i	-1
CC[n+]1ccccc1/C=C1\Sc2ccc(C)cc2N1C	i	i	i	4	i	i	7*	-33	i	i	8
CCNc1ccc(C(=O)N/N=C/c2c(C)nn(-c3ccccc3)c2N2CCCC2)cc1[N+](=O)[O-]	i	i	i	25	i	i	6*	-7	i	i	6
COc1ccc2c(=O)c3c(=O)n(Cc4ccco4)c(-c4ccc(C)cc4)nc3oc2c1	i	i	.	13	.	.	.	.	.	i	7
O=C(O)CC(NC(=O)CCc1ccccc1)c1ccc(Cl)cc1 (stereo not given)	i	i	i	3	i	i	i	-5	i	i	7
COc1ccc(NC(=O)CC2C(=O)N(C)C(=S)N2Cc2cccs2)cc1 (stereo not given)	i	i	i	3	i	i	i	-11	i	i	1
Cc1nn(C)c(Cl)c1CN1CCN(C2CCCC2)C(CCO)C1 (stereo not given)	i	i	i	6	i	i	i	-10	i	i	-5
CN(Cc1ccccc1)Cc1nc2c(c(=O)n(C)c(=O)n2C)n1CCc1ccccc1	i	i	i	-1	i	i	i	-18	i	i	7
Cc1cc(C)nc(N(C#N)C(C)C(=O)N(C)C)n1 (stereo not given)	i	i	i	5	i	i	i	-8	i	i	-1
Cc1ccc(C)c(SCC(=O)Nc2oc(C)c3c(C)n[nH]c(=O)c23)c1	i	i	i	-3	i	i	i	-17	i	i	7
CCCn1c(SCC(=O)N2CCc3ccccc32)nnc1-c1ccco1	i	i	i	3	i	i	i	-2	i	i	1
CS(=O)(=O)N(CC(=O)NCc1ccncc1)c1cc(Cl)cc(Cl)c1	i	i	i	-5	i	i	i	-9	i	i	-1
O=C(NCc1ccc(Cl)cc1)c1cccc(NC(=O)c2ccccc2)c1	i	i	i	8	i	i	i	-10	i	i	13
CCOC(=O)c1ccccc1NC(=O)CC1SC(=NC)N(C)C1=O (stereo not given)	i	i	i	-8	i	i	i	-7	i	i	0

Limited to ANO1 activ, RGS4 inh and KCNK9 inh, for some of the entries so far:
mol	ANO1 activ	RGS4 inh	KCNK9 inh
COc1ccc(NC(=O)CC2C(=O)N(C)C(=S)N2Cc2cccs2)cc1 (stereo not given)	i	i	i
Cc1nn(C)c(Cl)c1CN1CCN(C2CCCC2)C(CCO)C1 (stereo not given)	i	i	i

New compounds follow:
Molecule	KCNK3 inh	ANO1 activ	RGS4 inh	SKKanGAS inh	KCNK9 inh	RGS4 pot	KCNQ1 block	hERG protect	KCNQ1 act	ANO1 block	HDAC3 inhib
C=CCNC(=S)Nc1cc(S(=O)(=O)N2CCOCC2)ccc1-n1cncn1	i	i	i	7	i	i	i	-4	i	i	-3
CCOc1ccc(-n2c(C)cc(/C=N/NC(=O)C(N)=O)c2C)cc1	i	i	i	1	i	i	i	-11	i	i	0
O=C(Nc1ncccc1O)c1ccc(C(=O)c2ccccc2)cc1	i	i	i	24	i	i	i	-9	i	i	.
CCOc1cc(N2CCOCC2)c(OCC)cc1NC(=O)CC12CC3CC(CC(C3)C1)C2	i	i	i	7	i	i	i	-1	i	i	11
O=C(Nc1cnccn1)Nc1cccc(Cl)c1Cl	i	i	i	1	i	i	i	-11	i	i	-7
CCOc1ccc(NC(=O)c2sc3nc(C)nc(N4CCOCC4)c3c2C)cc1	i	i	i	-1	i	i	i	-11	i	i	12
Cc1[nH]c2ccccc2c1SCC(=O)N1CCOCC1	i	i	i	-5	i	i	i	-7	i	i	2
COc1ccc(CN(CCN)C2CC(C)N(C)CC2C)cc1 (stereo not given)	i	i	i	10	i	i	i	-1	i	i	1
NC(=O)NN=C1C2CCCC1C(c1ccccc1)NC2c1ccccc1 (stereo not given)	i	i	i	25	i	i	i	-11	i	i	11
C1CC(CN2CCOCC2)CN(Cc2nc(CC3CC3)no2)C1 (stereo not given)	i	i	i	12	i	i	i	-3	i	i	5
Cc1ccc(NC(=O)c2ccc(-n3cccn3)c([N+](=O)[O-])c2)cc1C	i	i	i	-5	i	i	i	-19	i	i	8
O=C(Nc1ccncc1)Nc1ccc(Cl)cc1Cl	i	i	i	-12	i	i	i	-10	i	i	0
COc1ccc(C)cc1NC(=O)CNC(C)C(=O)Nc1cc(Cl)ccc1Cl (stereo not given)	i	i	i	4	i	i	i	-13	i	i	1
N#Cc1cc2c(N)c(C(=O)Nc3ccccc3)sc2nc1N	.	.	i	-5	i	i	i	-7	i	i	-7
CN(C)c1ccc(N=Nc2ccc(C(=O)O)cc2)cc1	i	i	i	4	i	i	i	0	i	i	-1
CCOc1nc(NCc2ccco2)nc(Nc2ccccc2F)n1	i	i	i	-4	i	i	i	-7	i	i	2
CCOC(=O)C1=C(Nc2ccc(Br)cc2)CC(C)(O)C(C(=O)OCC)C1c1ccccc1 (stereo not given)	i	i	i	5	i	i	i	-9	i	i	1
Cc1cc(C(=O)CSc2n[nH]c(N)n2)c(C)n1-c1cc(F)ccc1F	i	i	i	5	i	i	i	-7	i	i	1
O=C(Nc1cccc(O)c1)c1ccc(C(=O)c2ccccc2)o1	i	i	i	0	i	i	i	-8	i	i	7
O=C(O/N=C\c1ccc(N2CCOCC2)c([N+](=O)[O-])c1)c1ccc(F)cc1	i	i	i	0	i	i	i	-4	i	i	1
CCn1c(SCc2c(Cl)cccc2Cl)nc2nc3c(cc2c1=O)CCCC3	i	i	i	26	i	i	i	-14	i	i	-1
c1ccc2c(-c3nc4ncccc4o3)cccc2c1	i	i	i	-15	i	i	i	-10	i	i	-24
Cc1ccc(NC(=O)Nc2cc(-c3ccccc3)nn2C)cc1Cl	i	i	i	7	i	i	i	-9	i	i	-2
COc1ccc2nc3ccccc3nc2c1NC(=O)c1ccc(Cl)cc1	i	i	i	13	i	i	i	-6	i	i	2
Cc1ccccc1OCc1nnc(SCC(=O)O)n1-c1ccccc1	i	i	i	-3	i	i	i	-2	i	i	3
COc1ccc(NC(=O)CSc2nc3c(c(-c4cccs4)c2C#N)CN(C)CC3)cc1OC	i	i	i	-2	i	i	i	-7	i	i	2
O=C(c1ccco1)N1CCN(c2cc(N3CCOCC3)c(F)cc2[N+](=O)[O-])CC1	i	i	i	26	i	i	i	-5	i	i	3

Outcome played no part in choosing rows; overall some 6.3% were active at least once.
